Bioassay records deposited in PubChem BioAssay by several laboratories.
CIT2 TOR yeast: modulators of CIT2-GFP expression in yeast, primary screen, S. cerevisiae, GFP fusion, multiplex flow cytometry, MLPCN library. AID 2029, 2009. GFP response vs DMSO, % at 10 µM. 320,000 tested, 0.065% active. S. cerevisiae CIT2-GFP strain, 3 h; 100 means same as DMSO wells;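 active means GFP response relative to DMSO above a set limit, near the screen mean plus 3 SD, cut at about 150% in these data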;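 further: ratio of well median GFP fluorescence to mean of DMSO wells on the plate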
BCLXL inh: inhibitors of human Bcl-xL, primary screen, biochemical, fluorescence polarization, HTS | Bcl-2-like protein 1 (Homo sapiens), Q07817 | GST-Bcl-xL / FITC-Bim BH3 peptide fluorescence polarization | inhibition, % at 10.9 µM | 320,000 tested, 0.7% active;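 active means inhibition above the mean of all tested compounds plus 3 SD, cutoff set per campaign, cut at about 30% in these data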;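 further: 0% = DMSO wells and 100% = unlabeled Bim-BH3 peptide competitor; inhibitors lower millipolarization by displacing the labeled peptide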
Target sequence (Q07817 whole entry, looked up): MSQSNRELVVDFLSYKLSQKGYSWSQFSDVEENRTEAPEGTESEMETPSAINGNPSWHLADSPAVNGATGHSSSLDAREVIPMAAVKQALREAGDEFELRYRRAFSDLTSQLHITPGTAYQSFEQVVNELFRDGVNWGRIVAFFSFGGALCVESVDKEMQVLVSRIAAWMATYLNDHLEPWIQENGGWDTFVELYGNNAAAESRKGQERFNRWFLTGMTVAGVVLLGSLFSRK
AGP1 TOR yeast: modulators of AGP1-GFP expression in yeast TOR pathway, primary screen, cell-based, multiplex flow cytometry, S. cerevisiae, MLPCN library | 3 h; GFP as percent of DMSO wells | GFP response vs DMSO, % at 10 µM | 320,000 tested, 0.02% active | AID 2066, 2009;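 active means GFP response relative to DMSO above a set limit, near screen average plus 3 SD, cut at about 150% in these data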;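 further: median GFP channel fluorescence of the gated AGP1 strain per well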
CR mimetic SO: reduction of superoxide in aged yeast, primary screen, HTS. superoxide response (% of plate mean), % at 10 µM. S. cerevisiae aged cells, superoxide DHE fluorescence; stronger effect = lower value. 330,000 tested, 0.18% active;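 active means superoxide response under a set limit, about three screen SD below normal, cut at about 65% in these data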;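 further: yeast aged for seven days with compound at 30 °C before DHE staining; 100% = average MFI of all compound-treated wells on the plate with controls excluded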
MEX-5 binding: MEX-5 zinc finger RNA-binding disruptors – biochemical, C. elegans, fluorescence polarization, MLPCN library, primary screen. activity score (negative = inhibition of binding), % at 10 µM. Zinc finger protein mex-5 (Caenorhabditis elegans), Q9XUB2. 300,000 tested, 0.38% active. MEX-5/FITC-TCR2 RNA binding; stronger effect = lower value;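 active means inhibition past about -25% in most replicates, and total fluorescence under double the plate's negative control median, limit read from the data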;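 further: 0% = DMSO and -100% = 5 µM competing unlabeled TCR2 RNA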
VLA-4 inh: inhibition in human VLA-4 binding assay, primary screen, VLA-4 allosteric modulator project, MLPCN library, flow cytometry, VLA-4 expressing cells; 330,000 tested, 0.2% active; inhibition, % (about 7 µM as worked out from the volumes in the protocol); ligand binding flow cytometry; AID 2557, 2010; Integrin alpha-4 (Homo sapiens), P13612; in the data active means inhibition above about 50%
GRK2 inh: compounds blocking aptamer binding on GRK2 – biochemical, human GRK2, bead flow cytometry, HTS, primary screen; Beta-adrenergic receptor kinase 1 (Homo sapiens), P25098; FAM-aptamer displacement from GRK2; inhibition of aptamer binding, % at 10 µM; 330,000 tested, 0.59% active; AID 488847, 2010;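 active means inhibition of aptamer binding above 40%, roughly 3 SD of noise, on plates passing a quality check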;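 further: median bead fluorescence of bound FAM aptamer so fluorescent compounds give negative values; no value below 0 was filed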
MCL1-BIM inh: inhibitors of MCL1 binding to BIM-BH3, primary screen, biochemical, fluorescence polarization | GST-MCL1 / FITC-Bim-BH3 fluorescence polarization | inhibition, % at 10.9 µM | 320,000 tested, 0.68% active | AID 2057, 2009;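 active means inhibition above the mean inhibition of all tested compounds plus 3 SD, set per campaign, cut at about 40% in these data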;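 further: 0% = DMSO wells and 100% = unlabeled Bim-BH3 peptide control; higher means more loss of mP so more displacement of Bim peptide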
Target sequence (Q07820 whole entry, looked up): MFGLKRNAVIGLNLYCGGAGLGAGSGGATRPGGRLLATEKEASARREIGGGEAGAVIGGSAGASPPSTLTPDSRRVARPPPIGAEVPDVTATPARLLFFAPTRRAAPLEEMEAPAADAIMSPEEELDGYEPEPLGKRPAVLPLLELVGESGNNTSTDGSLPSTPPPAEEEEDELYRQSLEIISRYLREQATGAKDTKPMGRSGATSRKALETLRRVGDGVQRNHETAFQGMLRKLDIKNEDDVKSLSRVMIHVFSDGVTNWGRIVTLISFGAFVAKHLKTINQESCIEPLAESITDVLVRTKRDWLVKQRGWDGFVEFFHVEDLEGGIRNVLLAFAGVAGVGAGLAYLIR
GLD-1 RNA inh: GLD-1/TGE RNA complex disruptors, primary screen, biochemical, fluorescence polarization; purified GLD-1 + fluorescein TGE RNA; 320,000 tested, 0.44% active; inhibition, % at 5.96 µM; Female germline-specific tumor suppressor gld-1 (Caenorhabditis elegans), Q17339;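 active means percent inhibition above a per-plate cutoff, the plate mean of test compounds plus 3 SD, cut at about 30% in these data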;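 further: 0% = DMSO wells with GLD-1 and probe and 100% = wells lacking GLD-1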
Target sequence (Q17339 whole entry, looked up): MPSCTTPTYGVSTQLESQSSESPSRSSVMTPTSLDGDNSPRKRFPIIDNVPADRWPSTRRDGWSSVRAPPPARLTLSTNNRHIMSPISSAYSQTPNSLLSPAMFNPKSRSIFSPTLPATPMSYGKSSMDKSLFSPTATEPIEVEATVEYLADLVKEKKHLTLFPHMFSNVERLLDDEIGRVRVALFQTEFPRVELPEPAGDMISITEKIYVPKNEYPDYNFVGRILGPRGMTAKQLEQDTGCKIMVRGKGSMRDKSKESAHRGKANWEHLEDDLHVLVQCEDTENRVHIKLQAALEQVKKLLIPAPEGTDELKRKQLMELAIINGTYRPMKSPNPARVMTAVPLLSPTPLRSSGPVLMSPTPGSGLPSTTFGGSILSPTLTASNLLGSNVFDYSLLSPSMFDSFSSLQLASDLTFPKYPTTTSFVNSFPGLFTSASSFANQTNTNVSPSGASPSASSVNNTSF
* = called active by the depositor; i = inactive; / = not tested or not shown.

SMILES	CIT2 TOR yeast	BCLXL inh	AGP1 TOR yeast	CR mimetic SO	MEX-5 binding	VLA-4 inh	GRK2 inh	MCL1-BIM inh	GLD-1 RNA inh
CC(NC(=O)C(=O)N1CCCCC1)C(c1cccs1)N1CCN(c2ccccc2)CC1 (centres undefined)	102	2	105	89	-1.6	11	2	3	-2
O=C(O)c1ccc(Cl)c(S(=O)(=O)N(Cc2ccccc2)c2ccc(F)cc2)c1	96	0	101	98	-2.4	4	4	-10	3
Oc1c(C(Nc2ccccn2)c2cccnc2)cc(Cl)c2cccnc12 (centres undefined)	100	14	97	97	-0.1	8	3	14	5
COc1ccc(-n2c(-c3cc(-c4ccccc4)sc3N)n[nH]c2=S)cc1	101	4	108	i	0.1	9	1	4	-6
CCc1ccc(N2C(=O)CC(N3CCN(c4ccccn4)CC3)C2=O)cc1 (centres undefined)	93	6	103	115	-1.1	10	1	-2	-8
COc1ccc(NC(=O)c2cccnc2N2CCCCC2)cc1	103	3	102	100	-0.8	15	0	4	-3
Cn1nnnc1SCC(=O)N1CCCCC1	96	3	98	102	-0.5	16	1	-1	-1
COc1ccc(C(C(=O)NC2CCCC2)N(Cc2cccnc2)C(=O)c2snc(C(N)=O)c2N)cc1 (centres undefined)	106	-4	110	106	-0.6	5	1	-5	2
CCCCCCC(C)OC(=O)c1ccccc1C(=O)O (centres undefined)	95	3	90	145	0.2	6	0	-2	7
CCc1ccccc1NC(=O)C1CCCN1C(=O)NCc1ccccc1 (centres undefined)	96	-5	97	96	-0.3	-6	0	0	-1
CC(=O)N1CCOc2ccc(S(=O)(=O)N3CCN(c4cccc(C(F)(F)F)c4)CC3)cc21	103	2	104	99	-0.6	-7	0	-2	0
COC(=O)c1cc(C(=O)OC)n(Cc2ccc(F)cc2)c1C	97	3	93	97	2.0	6	1	6	0
O=C(OCc1nc2ccccc2s1)c1cccs1	/	6	90	90	0.4	20	0	3	9
Cc1ccccc1OCC(O)Cn1c(Br)nc2c1c(=O)[nH]c(=O)n2C (centres undefined)	91	5	94	105	2.2	9	1	0	5
COc1ccccc1NC(=O)Cn1cnc2c(nnn2-c2ccc(C)cc2)c1=O	102	2	98	97	1.6	23	0	1	1
Cc1c(CC=C(Cl)Cl)c(=O)[nH]c2c(C)cccc12	100	10	97	92	-1.4	-4	1	3	5
CCCC(=O)N(Cc1cc(=O)[nH]c2ccccc12)c1ccccc1	116	1	104	81	1.3	-15	1	0	-2
COc1ccc2nc(C)cc(N/N=C/c3ccc(F)cc3)c2c1	93	-20	92	101	-1.4	20	0	-10	3
O=C(CCNS(=O)(=O)c1ccc(Br)cc1)NCc1ccc(F)cc1	95	-3	91	102	-3.2	10	9	-3	8
CC(CC(=O)NC1CCCCC1)S(=O)(=O)c1ccc2c(c1)CCN2C(=O)C1CC1 (centres undefined)	113	3	98	93	2.1	-11	0	-13	11
O=C(c1ccccc1)N1CCN(C(=O)c2ccc3c(c2)OCO3)CC1	98	3	100	99	0.7	-1	0	2	-11
CCC1(c2ccccc2)NC(=O)N(CC(=O)N(C)CC(=O)Nc2c(C)cccc2C)C1=O (centres undefined)	112	-2	99	97	-3.9	-13	0	-7	-5
CCCCN(Cc1ccccc1)S(=O)(=O)c1cc(Br)cc2c1N(C(C)=O)C(C)C2 (centres undefined)	91	-4	97	120	-4.7	14	0	0	-5
COc1ccc2oc(C(=O)OCC(=O)Nc3cc(S(=O)(=O)N4CCOCC4)ccc3C)c(C)c2c1	101	-9	104	103	0.6	-11	0	-7	5
CCC1(C)NC(=O)N(/N=C/c2ccc(C)s2)C1=O (centres undefined)	100	1	97	121	-0.3	25	0	-5	2
COC(=O)Cn1c(SCc2ccccc2)nc2ccccc21	94	-6	97	94	3.2	9	3	-6	-2
CCSc1nc2c(c(=O)[nH]1)C(c1ccncc1)C(C(=O)OC)=C(C)N2 (centres undefined)	112	4	29	102	-0.7	4	0	8	2
Cc1ccc(C(=O)NCC(=O)OC(C)C(=O)NC2CCCCC2C)cc1C (centres undefined)	97	1	104	99	-3.8	10	2	5	-1
COc1ccc(OCC(=O)N(Cc2sccc2C)C2CCS(=O)(=O)C2)cc1 (centres undefined)	102	-4	108	110	0.9	2	4	-8	-1
Cc1cc2oc(C(=O)NCc3ccc(S(N)(=O)=O)cc3)c(C)c2cc1C	88	10	95	104	3.0	-25	1	3	-2
COc1cnc(SC)nc1Nc1ccc(C#N)cc1	95	5	96	96	0.7	29	0	1	-1
CCCN(CCC)C(=O)Cc1ccc(F)cc1	112	3	103	102	2.0	16	0	-9	6
NS(=O)(=O)c1cc2c(cc1C(F)(F)F)NCNS2(=O)=O	119	-1	87	108	1.2	-64	0	-7	6
CN(Cc1nc2ccccc2s1)C(=O)c1ccc(F)cc1	89	2	96	95	1.1	-10	2	-1	2
CC1CCN(S(=O)(=O)N2CCC(C(=O)NCCc3ccccc3)CC2)CC1	107	3	92	85	1.6	-12	8	2	-3
Cc1ccc2c(c1)c1ncnc(N3CCc4ccccc4C3)c1n2C	111	5	25	87	-0.4	-14	0	4	3
COC(=O)c1ccc(Cc2ccc(C(=O)OC)o2)o1	101	3	101	107	-3.3	-8	1	10	9
CCn1c(=O)cc(OCC(=O)N(C)c2ccccc2F)c2ccccc21	98	4	97	92	-1.3	-25	0	11	3
Cc1ccc([N+](=O)[O-])cc1S(=O)(=O)Nc1ccc(-c2ccc(N3CCCC3)nn2)cc1	100	2	109	100	-0.3	-3	1	6	-3
Cc1ccc(C)c(S(=O)(=O)NCc2ccc3c(c2)OCO3)c1	97	/	105	104	-0.2	12	0	/	/
O=C(CCCc1c[nH]c2ccccc12)Nc1ccc2ccccc2c1	/	-2	/	132	-0.4	21	0	-5	2
CN(CC(=O)Nc1cccc(F)c1)C(=O)c1ccc(N2CCCC2)c([N+](=O)[O-])c1	98	1	106	96	1.7	4	0	-1	2
O=C(O)COc1ccc(/C=N/NC(=O)c2cccc3ccccc23)cc1	101	6	104	98	0.3	14	5	9	-6
O=C(CN1C(=O)C2C3C=CC(C3)C2C1=O)Nc1nc2ccccc2[nH]1 (centres undefined)	108	5	110	92	1.9	0	4	1	2
CCCn1c(N)c(C(=O)CSc2nnc(-c3cccnc3)n2-c2ccc(C)cc2C)c(=O)[nH]c1=O	113	-7	106	74	0.0	-21	3	-27	1
CCCCCCCC1CC(=O)C=C(C)C1C(=O)OCC (centres undefined)	105	1	104	99	-0.6	-2	0	-6	1
CCC1CN(C(=O)NCc2ccc(C)cc2)c2ccccc2O1 (centres undefined)	94	/	94	90	0.8	7	0	/	/
COc1ccc(S(=O)(=O)N(CC(=O)NCc2ccco2)c2ccccc2OC)cc1	105	10	93	90	3.6	10	22	3	4
CCOC(=O)c1sc(N)c(C#N)c1CSc1nc2ccc(C)cc2[nH]1	105	-6	106	102	-1.3	3	2	-9	-8
O=C(CCCC(=O)N(c1cccc(F)c1)C(C(=O)NC1CCCC1)c1ccc(O)cc1)Nc1ccccn1 (centres undefined)	109	6	103	101	-0.6	14	3	6	0
CC1=Nn2c(nc(-c3ccccc3)c2-c2ccccc2)N(CC(N)=O)C(=O)C1	96	3	103	117	1.7	5	4	-3	2
O=C(CCC(=O)N(CC(=O)NC1CCCCC1)c1ccc(F)cc1)Nc1nccs1	105	2	100	89	3.2	-8	0	-4	1
O=C(Nc1cccc(C(F)(F)F)c1)C1CCN(S(=O)(=O)c2cnc[nH]2)CC1	105	7	106	91	3.6	-12	1	2	3
CCOc1ccc(NC(=O)c2ccccc2NC(=O)CNC2CCCC(C)C2C)cc1 (centres undefined)	112	/	101	109	/	5	0	/	0
CCCC(=O)NC(NC(=S)Nc1ccc(N=Nc2ccccc2)cc1)C(Cl)(Cl)Cl (centres undefined)	97	1	95	110	-1.9	22	0	6	-1
CCOc1ccc(/C=C/C(=O)NCc2ccccc2)cc1	90	3	88	95	7.2	26	/	9	2
COc1cc(C2c3c(oc4ccccc4c3=O)C(=O)N2Cc2ccco2)ccc1O (centres undefined)	90	-1	92	100	-1.8	6	0	-7	10
COc1ccccc1C(=O)Nc1ccnn1C1CCN(CCC(C)c2ccc(C)o2)CC1 (centres undefined)	107	14	108	93	-2.0	-6	0	4	1
O=C(CN1CCc2ccccc2C1)Nc1ccc(Br)cc1	100	6	102	108	-0.4	5	1	3	-4
c1nnc2c3c4c(sc3ncn12)CCC4	100	6	97	79	-0.4	-7	0	7	0
Next part
SMILES	CIT2 TOR yeast	BCLXL inh	AGP1 TOR yeast	CR mimetic SO	MEX-5 binding	VLA-4 inh	GRK2 inh	MCL1-BIM inh	GLD-1 RNA inh
CCOC(=O)c1[nH]cnc1C(=O)Nc1ccc(C)cc1	89	4	99	102	2.3	-7	0	14	2
COc1ccc(-c2nn(C)c(=O)c3ccccc23)cc1NC(=O)COc1ccccc1	98	6	101	89	-0.1	19	1	4	6
Cc1ccc(OCCC(=O)OCC(=O)N2CC(=O)Nc3ccccc32)cc1	97	-3	108	85	/	-2	0	-2	-1
COc1ccc(C)cc1NC(=O)C(OC(=O)c1ccc([N+](=O)[O-])o1)c1ccccc1 (centres undefined)	90	6	89	126	-0.9	0	0	11	-7
O=C(CCCN=C1NS(=O)(=O)c2ccccc21)OCC(=O)c1ccc(Br)cc1	97	3	96	79	3.9	-8	1	7	4
O=C(c1ccc2ncsc2c1)N1CCCC(C(F)(F)F)C1 (centres undefined)	106	1	106	126	-3.0	-8	0	-3	5
CCOc1cccc(N(C(=O)C2COc3ccccc3O2)C(C(=O)NC2CCCCC2)c2ccc(O)cc2)c1 (centres undefined)	96	3	96	93	4.3	11	0	6	7
COc1cc(CCC(=O)Nc2ccc(S(=O)(=O)N3CCOCC3)cc2)cc(OC)c1OC	94	3	95	87	/	4	2	-6	5
CN(C)C(=O)Nc1ccccc1	96	-1	105	96	3.0	15	2	0	3
CCOC(=O)N1CCN(S(=O)(=O)c2ccc3c(c2)OCC(=O)N3)CC1	86	3	96	122	0.1	4	0	1	4
COc1ccc(/C=N/NC(=O)c2ccc(NC(C)=O)cc2)cc1COc1ccc(F)cc1F	108	-17	102	114	-2.7	18	0	-27	-1
Cc1ccc(C(=O)O[C@H](C(=O)O)[C@H](OC(=O)c2ccc(C)cc2)C(=O)O)cc1	100	-6	99	106	3.7	3	0	-4	-1
